Compound activity as filed in PubChem BioAssay.
ASAP1 inh: ASAP1 ArfGAP inhibition; Q9ULH1; actives 0.19% (n = 360,000); inhibition, % at 16.5 µM; ASAP1-stimulated ARF1 GTP hydrolysis, GDP FP detection; in the data active = inhibition above about 25%;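 also: 0% = vehicle with enzyme and substrate and 100% = no enzyme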
MBD2 inh: blocks human MBD2 binding to methylated DNA; TR-FRET, MBD2 binding to methylated oligonucleotide; inhibition, % at 4.4 µM; actives 0.31% (n = 370,000); AID 686964; in the data active = inhibition above about 13%
Tn7 DDE FP: disrupts Tn7 cyclic peptide binding to fibrin D-Dimer-E complex; P02675; FP displacement of FITC-Tn7 peptide from fibrin DD(E); 0% = median of compound wells per plate; inhibition, % at 8.3 µM; actives 0.13% (n = 370,000); AID 720508;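 active = inhibition above the mean of compounds falling within the control limits plus 3 SD of them, cut at about 14% in these data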;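 also: 0% = plate median of compound wells and 100% = 10 µM Aha-Tn7 peptide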
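Also added: labelled Tn7 tracer, 0.1 µM; Assay system: human fibrin DD(E) protein; Amount: 2 µM fibrin DD(E); Schedule: 10 min compound pre-incubation, 3 h probe incubation at room temperature; Repeats: one replicate per compound; Read-out basis: percent inhibition; Measured by: fluorescence polarization of the labelled Tn7 tracer.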
DDE Tn6 FP inh: disrupts Tn6 cyclic peptide binding to fibrin D-Dimer-E complex | P02675 | Fibrin DD(E) TRITC-Tn6 fluorescence polarization displacement | inhibition, % at 8.3 µM | actives 0.21% (n = 370,000) | AID 720509;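 active = inhibition above a per-campaign cutoff: mean of compounds within control limits plus 3 SD, cut at about 15% in these data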;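 also: 0% = median of all compound wells on the plate and 100% = blocking peptide control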
UHRF1 MBD2 ctr: human UHRF1 methylated DNA binding inhibitors; Q96T88; UHRF1 binding to methylated oligo, TR-FRET; inhibition, % at 4.4 µM; actives 0.75% (n = 370,000); AID 687016; in the data active = inhibition above about 21%;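 also: UHRF1 SRA domain binding a hemimethylated CpG hairpin DNA probe; 0% = median of test compound wells and 100% = reference inhibitor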
PLC-beta3 inh: inhibitors of human phospholipase C beta3; Q01970; Purified PLC-beta3, fluorogenic substrate, fluorescence; inhibition, % at 12.2 µM; actives 0.18% (n = 370,000); in the data active = inhibition above about 11%;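 also: 0% = median of compound wells on plate and 100% = full blocker control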
ADAM17 inh: ADAM17 inhibition, QFRET primary screen; AID 720648; P78536; actives 0.83% (n = 370,000); recombinant ADAM17, EDANS/DABCYL FRET peptide cleavage; inhibition, % at 6.95 µM;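 active = inhibition above the mean of compounds lying between control limits plus 3 SD, set per campaign, cut at about 8.5% in these data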;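 also: 0% = DMSO-only wells as the low control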
KLK7 zymogen act: activators of human kallikrein-7 zymogen | actives 0.9% (n = 370,000) | purified proKLK7, EDANS-DABCYL substrate fluorescence; 100% is mature enzyme control, 0% vehicle | activation, % at 7 µM;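 active = activation above the mean of all tested compounds plus 3 SD, computed per campaign excluding outliers beyond control limits, cut at about 13% in these data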
PLCg1 inh: inhibitors of human phospholipase C gamma1. AID 720700. actives 0.84% (n = 370,000). purified PLC-gamma1, fluorogenic substrate, fluorescence. inhibition, % at 12.2 µM; in the data active = inhibition above about 9.5%
Target sequence (P19174 whole entry, looked up): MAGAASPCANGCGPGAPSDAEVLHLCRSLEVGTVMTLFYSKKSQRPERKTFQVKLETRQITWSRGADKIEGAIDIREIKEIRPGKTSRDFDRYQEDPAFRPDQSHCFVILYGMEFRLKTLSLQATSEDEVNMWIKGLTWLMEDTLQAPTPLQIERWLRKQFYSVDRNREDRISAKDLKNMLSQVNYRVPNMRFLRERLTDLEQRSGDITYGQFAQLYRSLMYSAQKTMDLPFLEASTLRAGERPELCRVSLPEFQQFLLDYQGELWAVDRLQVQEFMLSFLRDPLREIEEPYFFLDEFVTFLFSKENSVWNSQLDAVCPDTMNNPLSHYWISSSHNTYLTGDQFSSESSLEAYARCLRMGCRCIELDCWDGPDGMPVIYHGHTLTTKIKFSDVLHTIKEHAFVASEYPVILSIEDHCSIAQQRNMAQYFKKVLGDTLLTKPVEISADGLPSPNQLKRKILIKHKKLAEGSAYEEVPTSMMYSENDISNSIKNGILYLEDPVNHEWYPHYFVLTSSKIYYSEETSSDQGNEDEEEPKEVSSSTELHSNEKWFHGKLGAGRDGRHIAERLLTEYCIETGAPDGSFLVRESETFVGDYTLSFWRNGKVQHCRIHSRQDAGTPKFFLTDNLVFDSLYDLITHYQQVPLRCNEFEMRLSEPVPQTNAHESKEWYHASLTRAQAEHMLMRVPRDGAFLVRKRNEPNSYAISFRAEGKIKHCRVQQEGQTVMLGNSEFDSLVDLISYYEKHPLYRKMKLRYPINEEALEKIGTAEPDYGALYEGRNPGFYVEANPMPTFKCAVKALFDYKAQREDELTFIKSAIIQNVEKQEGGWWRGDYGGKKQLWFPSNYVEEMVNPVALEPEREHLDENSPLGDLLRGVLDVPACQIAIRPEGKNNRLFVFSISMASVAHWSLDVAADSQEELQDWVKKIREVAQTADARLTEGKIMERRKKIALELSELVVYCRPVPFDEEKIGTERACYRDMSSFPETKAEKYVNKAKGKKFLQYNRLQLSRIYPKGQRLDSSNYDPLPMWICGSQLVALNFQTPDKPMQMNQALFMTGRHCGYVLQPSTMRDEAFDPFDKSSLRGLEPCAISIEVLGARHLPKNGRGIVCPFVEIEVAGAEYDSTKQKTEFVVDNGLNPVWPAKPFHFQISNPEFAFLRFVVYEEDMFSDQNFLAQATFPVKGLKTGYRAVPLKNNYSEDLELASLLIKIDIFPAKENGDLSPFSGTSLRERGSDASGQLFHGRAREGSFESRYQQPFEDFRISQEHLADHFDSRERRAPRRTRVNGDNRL
ARFGAP1 inh: inhibitors of rat ARFGAP1; Q62848; Arfgap1-stimulated ARF1 GTP hydrolysis, GDP FP detection; inhibition, % at 16.5 µM; actives 0.26% (n = 360,000);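 active = inhibition above a per-plate limit, mean inhibition of low control wells plus 3 SD, cut at about 25% in these data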;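 also: 0% = DMSO wells with enzyme and 100% = wells lacking Arfgap1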
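Material: rat Arfgap1 GAP domain (His6, aa 1-136), purified enzyme. Also added: human ARF1(Δ1-17)-GTP substrate. Compound dosing: 16.5 µM single point, 1.26% DMSO. Timing: enzyme reaction 120 min at 25 °C after 20 min preincubation. Signal: GDP detection by fluorescence polarization. Read-out basis: percent inhibition of GAP-stimulated GDP formation, scaled between DMSO and no-Arfgap1 medians.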
The depositor's hits bear a star.

ASAP1 inh,MBD2 inh,Tn7 DDE FP,DDE Tn6 FP inh,UHRF1 MBD2 ctr,PLC-beta3 inh,ADAM17 inh,KLK7 zymogen act,PLCg1 inh,ARFGAP1 inh,SMILES
-6.1,2.5,-2.2,5.4,0.2,-3.0,2.5,-0.1,1.7,-1.1,CCOc1ccc(NS(=O)(=O)c2ccc(NS(=O)(=O)c3cccs3)cc2)cc1
-3.0,1.8,-0.5,-0.9,-0.3,-74.1,-26.3,-2.2,-61.6,-1.4,CC(=O)Nc1ccc(S(=O)(=O)Nc2nc(CN3CCOCC3)nc3sc4c(c23)CCCC4)cc1
-10.1,4.8,-6.1,2.6,2.9,-56.9,-68.8,-2.9,-43.3,13.2,CCCOc1ncnc2c1[nH]c1ccccc12
-1.3,11.1,3.1,-4.4,0.6,-9.0,-2.5,0.9,3.3,-3.0,CC1CCCCC1NC(=O)CSc1nnc(COc2ccc(Cl)cc2)o1 (stereo unspecified)
9.7,-6.6,3.3,-1.6,-2.6,4.5,-1.3,1.0,2.3,2.9,COC(=O)c1sc(S(=O)(=O)NCc2ccccc2)c(C(=O)OC)c1C
-10.4,-0.1,-3.7,-7.2,3.4,2.7,-1.1,0.3,-0.2,8.4,O=C1OC(/C(=C\Nc2ccc(F)cc2F)[N+](=O)[O-])c2ccccc21 (stereo unspecified)
8.2,1.2,3.7,7.0,-0.7,-8.3,-5.1,-0.1,-4.8,-3.6,COc1ccc(-c2ccc3c(c2)S(=O)(=O)c2cccc(C(=O)NC4CC4)c2C3=O)cc1OC
-0.1,2.3,1.1,-0.8,1.4,-4.6,-7.1,0.1,-3.1,-1.9,Cc1ccc2nc(Nc3nc(C)cc(-c4ccccc4)n3)[nH]c(=O)c2c1
2.7,0.6,8.2,4.4,1.4,1.1,3.7,-0.4,5.1,14.7,O=C(NC(c1ccc(Cl)cc1)c1c(O)ccc2ccccc12)c1ccccc1 (stereo unspecified)
6.8,4.8,-8.2,5.2,-0.3,-0.6,-1.7,-0.2,-3.2,-2.4,CCn1cc(C(=O)NCCc2ccccc2C)c(=O)c2ccc(C)nc21
9.5,-0.5,-4.5,-3.1,-5.8,-6.0,-6.6,0.3,-6.6,-9.8,CCCCn1c(N)c(N(CCOC)C(=O)c2cc(C)oc2C)c(=O)[nH]c1=O
9.7,1.2,5.6,-0.6,0.8,-2.0,2.2,-0.2,6.8,7.7,O=C(c1cccc(Cl)c1)N1CCC(=O)N(C(COCc2cccc(Cl)c2)Cc2ccccc2)CC1 (stereo unspecified)
11.8,0.6,-0.8,-2.9,-1.5,-7.5,1.4,0.2,1.3,-7.5,COc1ccc(OCC(=O)Nc2c(C(=O)N(CCN(C)C)Cc3ccco3)oc3ccccc23)cc1
-1.1,-0.2,8.4,2.1,-0.6,3.5,-2.0,0.1,2.0,7.6,O=C(O)CC(SCC(=O)Nc1ccc(Br)cc1)C(=O)O (stereo unspecified)
3.6,0.5,-3.2,-2.2,2.4,9.1,5.8,0.4,10.8*,9.3,CC(=O)Nc1ccc(C2=NN(Cc3nnc(-c4ccccc4)o3)C(=O)SC2)cc1
6.2,-1.3,-6.4,0.2,-0.3,-5.9,-5.3,0.5,-2.1,1.9,COc1ccc(C(=O)/C(C#N)=N/Nc2ccc([N+](=O)[O-])cc2)cc1
-5.8,-0.5,4.6,1.6,1.7,0.4,-5.2,0.7,-0.6,-4.0,Cc1ccccc1-c1ccc(=O)n(CC(=O)Nc2ccc(N3CCOCC3)cc2)n1
4.2,4.0,-0.3,-1.1,2.4,-3.8,-1.1,0.3,-0.6,-9.8,COC(=O)N/N=C/c1ccc(OCCSc2ccc(Cl)cc2)c(OC)c1
-3.4,-3.3,-4.5,-15.2,0.7,-4.0,-6.2,0.2,-1.3,-8.0,COC(CN1C(=O)C(O)=C(C(C)=O)C1c1ccccn1)OC (stereo unspecified)
-7.0,-2.9,-7.2,7.6,-1.6,-69.9,-21.9,3.2,-36.6,1.8,CCOC(=O)CNC(=O)CSc1ccc2nnc(-c3cccnc3)n2n1
10.2,-0.9,-0.9,-6.2,0.1,-3.7,3.6,-0.3,3.9,17.9,CCOC(=O)c1cn[nH]c1NC(=S)Nc1ccccc1
1.2,-0.8,-4.2,0.2,-1.8,-10.4,-3.1,0.0,-7.9,3.2,COc1cc(NC(=O)CCc2c(C)nn(-c3ccc(N4CCOCC4)nn3)c2C)cc(OC)c1OC
-5.5,5.3,1.8,-1.5,0.0,-7.3,3.9,0.4,1.9,3.2,CCCCOC(=O)c1ccc(NC(=O)COC(=O)c2ccc3ncsc3c2)cc1
14.2,2.5,-9.4,-2.9,4.7,2.9,7.1,0.1,12.2*,1.4,N#Cc1c(NC(=O)C2CCCO2)sc2c1CCCCC2 (stereo unspecified)
-3.9,-1.4,-1.6,-1.0,0.1,5.2,-4.5,-0.4,5.3,4.4,Cn1c(=O)n(C)c2cc(CN3C(=O)OC(C)(C)C3(C)O)ccc21 (stereo unspecified)
8.3,0.6,-3.6,3.2,2.2,2.0,0.3,-0.2,1.7,12.0,CCOCCCNC(=O)c1ccccc1SCC
-17.0,-0.7,-3.8,8.9,-1.1,0.4,-1.2,0.3,1.3,-4.1,Cc1ccc(SC[C@H](C)CN2CC[C@H](C(C)(C)C)CCC2=O)cc1
2.8,1.5,-11.8,-1.0,-0.7,1.0,5.3,0.4,0.1,-13.7,COc1cc(C(=O)Oc2ccccc2/C=N/NC(=O)c2ccc(C)cc2)cc(OC)c1OC
-7.5,2.7,-3.2,-7.4,1.1,-0.2,-1.0,0.5,2.0,-6.8,c1ccc(CN2CCOCC2)cc1
-2.0,-3.0,2.1,-7.5,0.7,-3.6,1.8,1.1,1.3,1.4,O=C(CSc1nnc(-c2ccc(Cl)cc2)o1)NNC(=O)c1ccncc1
8.2,4.9,-3.2,-4.9,6.6,-0.4,-3.0,-0.5,0.9,7.5,Cc1nnc(-n2ncc(C#N)c2N)c2nn(-c3cccc(Cl)c3)c(C)c12
1.2,-5.3,1.1,4.6,3.0,0.2,-4.4,0.1,0.9,-10.3,CC1CN=C(N(C(=O)Nc2ccccc2)c2ccc(S(=O)(=O)N3CCOCC3)cc2)S1 (stereo unspecified)
0.0,-6.3,1.4,9.9,-1.8,-1.8,-2.9,0.1,-3.9,12.5,O=C1c2oc3ccc(F)cc3c(=O)c2C(c2cccc(O)c2)N1CCCN1CCOCC1 (stereo unspecified)
-13.9,4.0,1.9,1.9,0.3,-5.8,-3.3,-0.8,-1.8,-5.9,COc1cc(CC(=O)OCC(=O)NC2CCCCCC2)cc(OC)c1OC
3.0,2.5,-4.6,-0.8,0.7,-5.0,-1.8,-0.6,1.1,7.0,CC(=O)Nc1cccc(/C(C)=N/NC(=S)NC(C)C)c1
-14.3,-1.7,0.2,8.3,-0.8,2.4,-2.1,0.1,0.2,-5.4,O=C(NCC1CCCO1)C1CC(=O)N(C2CCCCCC2)C1 (stereo unspecified)
0.0,1.1,-0.7,1.6,-1.4,-0.2,-1.9,0.4,3.1,-2.2,CCc1nnc(NC(=O)CSc2nnc(-c3ccccc3O)n2CC)s1
-3.5,-5.6,9.6,9.3,-6.0,-169.6,-29.7,0.4,-131.4,3.1,COc1ccc(-c2nnc(-c3ccccc3)o2)cc1OC
1.6,3.4,-5.4,2.6,-0.4,-3.5,-1.2,0.2,0.2,3.2,COc1ccc(Cc2n[nH]c(=S)n2-c2ccc3c(c2)OCCO3)cc1
12.4,-8.9,1.9,6.3,1.8,-48.8,1.6,0.3,-36.7,5.3,COc1ccc(Nc2nc3ccccc3nc2NS(=O)(=O)c2cccs2)cc1
-2.9,-4.8,-8.7,0.6,-2.2,2.4,0.4,-0.4,-4.3,-3.4,COc1ccc(Cl)cc1S(=O)(=O)NC(C)C(=O)NCCCn1ccnc1 (stereo unspecified)
0.6,-5.4,-0.8,-2.4,-0.7,-4.3,1.6,-0.3,-1.8,-1.7,CC(=O)c1cccc(NC(=O)/C(=C\c2cccnc2)NC(=O)c2ccccc2)c1
11.0,-4.8,-6.2,4.7,1.6,-0.6,6.5,0.8,7.3,-7.7,CN(CC(=O)Nc1cccc(F)c1)CC(=O)Nc1cccc2ccccc12
-8.7,-4.0,-0.7,-2.0,-3.0,2.7,0.0,-0.3,3.4,-6.6,C=CCn1c(SCC(=O)Nc2ccc(N3CCOCC3)cc2)nnc1-c1ccncc1

Structural class: the compounds so far containing a Cl atom
ASAP1 inh,MBD2 inh,Tn7 DDE FP,DDE Tn6 FP inh,UHRF1 MBD2 ctr,PLC-beta3 inh,ADAM17 inh,KLK7 zymogen act,PLCg1 inh,ARFGAP1 inh,SMILES
-1.3,11.1,3.1,-4.4,0.6,-9.0,-2.5,0.9,3.3,-3.0,CC1CCCCC1NC(=O)CSc1nnc(COc2ccc(Cl)cc2)o1 (stereo unspecified)
2.7,0.6,8.2,4.4,1.4,1.1,3.7,-0.4,5.1,14.7,O=C(NC(c1ccc(Cl)cc1)c1c(O)ccc2ccccc12)c1ccccc1 (stereo unspecified)
9.7,1.2,5.6,-0.6,0.8,-2.0,2.2,-0.2,6.8,7.7,O=C(c1cccc(Cl)c1)N1CCC(=O)N(C(COCc2cccc(Cl)c2)Cc2ccccc2)CC1 (stereo unspecified)
4.2,4.0,-0.3,-1.1,2.4,-3.8,-1.1,0.3,-0.6,-9.8,COC(=O)N/N=C/c1ccc(OCCSc2ccc(Cl)cc2)c(OC)c1
-2.0,-3.0,2.1,-7.5,0.7,-3.6,1.8,1.1,1.3,1.4,O=C(CSc1nnc(-c2ccc(Cl)cc2)o1)NNC(=O)c1ccncc1
8.2,4.9,-3.2,-4.9,6.6,-0.4,-3.0,-0.5,0.9,7.5,Cc1nnc(-n2ncc(C#N)c2N)c2nn(-c3cccc(Cl)c3)c(C)c12
-2.9,-4.8,-8.7,0.6,-2.2,2.4,0.4,-0.4,-4.3,-3.4,COc1ccc(Cl)cc1S(=O)(=O)NC(C)C(=O)NCCCn1ccnc1 (stereo unspecified)

Single records, from the list above. Values in the order: ASAP1 inh	MBD2 inh	Tn7 DDE FP	DDE Tn6 FP inh	UHRF1 MBD2 ctr	PLC-beta3 inh	ADAM17 inh	KLK7 zymogen act	PLCg1 inh	ARFGAP1 inh
Results for `CC1CN=C(N(C(=O)Nc2ccccc2)c2ccc(S(=O)(=O)N3CCOCC3)cc2)S1` (stereo unspecified) : 1.2	-5.3	1.1	4.6	3.0	0.2	-4.4	0.1	0.9	-10.3
Results for `CC(=O)c1cccc(NC(=O)/C(=C\c2cccnc2)NC(=O)c2ccccc2)c1` : 0.6	-5.4	-0.8	-2.4	-0.7	-4.3	1.6	-0.3	-1.8	-1.7
